Bioassay records from PubChem BioAssay.
Bfl-1 Bim block: inhibitors of Bim-Bfl-1 interaction, human; AID 1008; inhibition, % at 10 µM; Q16548; hit rate 0.12% among 190,000; Bead-based flow cytometry, Bim-Bfl-1 binding inhibition;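 further: 0% = wells without compound plus tracer and 100% = blocker peptide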
Bim-Bcl-XL: human Bim-Bcl-XL interaction inhibition; Q07817; Bim peptide-Bcl-XL binding, bead flow cytometry, fluorescence; inhibition, % at 10 µM; hit rate 0.04% among 190,000
Target sequence (Q07817 whole entry, looked up): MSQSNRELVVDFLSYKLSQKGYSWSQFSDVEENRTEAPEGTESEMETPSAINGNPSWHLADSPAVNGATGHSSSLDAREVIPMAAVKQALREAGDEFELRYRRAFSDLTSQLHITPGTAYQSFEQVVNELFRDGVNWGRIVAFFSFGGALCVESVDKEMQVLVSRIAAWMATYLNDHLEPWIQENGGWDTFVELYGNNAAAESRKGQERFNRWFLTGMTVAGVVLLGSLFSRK
Bim-Bcl-B: inhibitors of Bim-Bcl-B interaction, human. AID 951. inhibition, % at 10 µM. Q9HD36. bead-based flow cytometry, Bim peptide-Bcl-B binding. hit rate 0.073% among 190,000;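 further: 0% = tracer peptide without compound and 100% = reference inhibitor peptide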
Target sequence (Q9HD36 whole entry, looked up): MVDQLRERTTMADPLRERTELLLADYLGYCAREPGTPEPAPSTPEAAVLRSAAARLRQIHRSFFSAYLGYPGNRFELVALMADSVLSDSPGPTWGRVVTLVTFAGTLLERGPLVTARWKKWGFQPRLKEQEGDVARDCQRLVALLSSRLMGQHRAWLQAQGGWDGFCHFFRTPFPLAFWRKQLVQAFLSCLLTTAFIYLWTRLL
Rab7 wt GTP bind: modulators of GTP binding to dog Rab7 wildtype GTPase | hit rate 0.055% among 190,000 | GTP binding activity (percent of control), % at 10 µM | GST-Rab7 beads, fluorescent GTP binding, flow cytometry; actives lie on both sides; untreated = 100%, excess cold GTP = 0% | AID 758;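 active means fluorescent GTP binding to Rab7 beads changed by at least 20 points from the 100% baseline, either direction, mostly lower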;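 further: median green fluorescence of bound Bodipy-FL-GTP per Rab7 bead population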
Rac1 wt modul: modulators of human Rac1 wildtype GTP binding. GST-Rac1 beads, fluorescent GTP binding, flow cytometry; actives lie on both sides; 0 = cold GTP competed, 100 = untreated. GTP binding activity (% of control), % at 10 µM. hit rate 0.27% among 190,000. AID 757;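 active means GTP binding activity at least 20 points away from the 100% control level, either lower or higher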
Bcl-2 Bim block: human Bim-Bcl-2 interaction inhibition; inhibition, % at 10 µM; Bead-based flow cytometry, Bim peptide-Bcl-2 binding; hit rate 0.06% among 190,000; in the data active means inhibition above about 40%;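 further: 0% = no compound wells with probe peptide and 100% = reference peptide inhibitor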
Target sequence (P10415 whole entry, looked up): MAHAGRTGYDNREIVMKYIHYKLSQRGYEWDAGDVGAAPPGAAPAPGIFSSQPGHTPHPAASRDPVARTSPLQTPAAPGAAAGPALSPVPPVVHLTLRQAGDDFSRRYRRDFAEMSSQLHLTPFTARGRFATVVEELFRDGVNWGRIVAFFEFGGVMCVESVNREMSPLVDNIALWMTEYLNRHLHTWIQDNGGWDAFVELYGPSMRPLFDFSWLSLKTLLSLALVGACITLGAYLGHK
HRas wt GTP bind: changes GTP binding to wildtype human HRas; AID 759; GTP binding activity, % at 10 µM; hit rate 0.14% among 190,000; P01112; GST-Ras wt beads, Bodipy-FL-GTP binding, flow cytometry; actives lie on both sides;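 active means GTP binding activity at least 20% away from the 100% baseline, either lowered as inhibitor or raised as activator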;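 further: 0% = unlabeled GTP competition control and 100% = no-compound control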
Bcl-W Bim block: disrupts Bim peptide binding to human Bcl-W; Q92843; bead-based flow cytometry; inhibition, % at 10 µM; hit rate 0.02% among 190,000; AID 952;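 further: 0% = bound tracer without compound and 100% = peptide blocker; higher means less fluorescent Bim peptide bound to Bcl-W beads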
Target sequence (Q92843 whole entry, looked up): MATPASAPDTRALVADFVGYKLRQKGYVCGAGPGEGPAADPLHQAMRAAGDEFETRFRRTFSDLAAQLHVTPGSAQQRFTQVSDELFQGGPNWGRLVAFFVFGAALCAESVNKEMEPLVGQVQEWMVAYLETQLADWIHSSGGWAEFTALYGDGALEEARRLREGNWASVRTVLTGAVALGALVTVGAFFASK
Cdc42 wt: changes GTP binding to wildtype human Cdc42. percent activity (GTP binding), % at 10 µM. AID 761. GST-Cdc42 beads, Bodipy-GTP binding, flow cytometry; actives lie on both sides. hit rate 0.2% among 190,000;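 active means percent activity GTP binding at least 20 points away from the 100% baseline, either down as inhibitor or up as activator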;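 further: median bead fluorescence of bound Bodipy-FL-GTP at 100 nM; 0% = excess unlabeled GTP control and 100% = no compound control; below 100% means less GTP binding so inhibitor and above means activator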
Rab2A wt mod: changes GTP binding to wildtype dog Rab2A, up or down; GST-Rab2 wt beads, Bodipy-GTP binding, flow cytometry; GTP binding activity, % at 10 µM; hit rate 0.19% among 190,000; AID 760; P61105;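 active means GTP binding activity at least 20 points away from 100%, either lowered or raised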;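 further: 0% = beads with excess unlabeled GTP and 100% = no-compound control corrected for plate trend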
Rac1 mut GTP: modulators of GTP binding to human Rac1 activated mutant. P63000. GST-Rac1 activated beads, fluorescent GTP binding, flow cytometry; actives lie on both sides; 100% means binding = to untreated wells. percent activity (GTP binding), % at 10 µM. hit rate 0.11% among 190,000. AID 764;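 active means GTP binding at least 20 percentage points away from the 100% baseline, in either direction, so actives lie on both sides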
* hit, by the source's call; & = joins results of further samples. Unless noted, no stated cut-off is given here; in the data, active means inhibition above about 40%.

The first 3 records, ahead of the listing:
SMILES	Bfl-1 Bim block	Bim-Bcl-XL	Bim-Bcl-B	Rab7 wt GTP bind	Rac1 wt modul	Bcl-2 Bim block	HRas wt GTP bind	Bcl-W Bim block	Cdc42 wt	Rab2A wt mod	Rac1 mut GTP
CCCCCCC(=O)Nc1nc(C)c(-c2csc(Nc3ccccc3OC)n2)s1	-4	-2	1	97	99	-4	97	0	98	100	98
COc1ccc(-c2c(C(C)=O)c(C)nc3sc4c(c23)NC(c2ccccc2)NC4=O)cc1 (stereo not given)	0	-1	-2	95	94	0	95	-4	95	96	94
Cc1ccc2c(c1)nnn2C1CCN(S(=O)(=O)c2ccc(C(=O)N(C)C3CCCCC3)cc2)CC1	-11	0	-5	106	109	-6	106	8	105	103	103

This part in full (from the top)
SMILES	Bfl-1 Bim block	Bim-Bcl-XL	Bim-Bcl-B	Rab7 wt GTP bind	Rac1 wt modul	Bcl-2 Bim block	HRas wt GTP bind	Bcl-W Bim block	Cdc42 wt	Rab2A wt mod	Rac1 mut GTP
CCCCCCC(=O)Nc1nc(C)c(-c2csc(Nc3ccccc3OC)n2)s1	-4	-2	1	97	99	-4	97	0	98	100	98
COc1ccc(-c2c(C(C)=O)c(C)nc3sc4c(c23)NC(c2ccccc2)NC4=O)cc1 (stereo not given)	0	-1	-2	95	94	0	95	-4	95	96	94
Cc1ccc2c(c1)nnn2C1CCN(S(=O)(=O)c2ccc(C(=O)N(C)C3CCCCC3)cc2)CC1	-11	0	-5	106	109	-6	106	8	105	103	103
CCN(Cc1ccncc1)C(=O)CC1C(=O)NCCN1Cc1ccc(F)c(F)c1 (stereo not given)	-5	-2	-1	102	100	-1	100	-2	98	99	94
Cc1cccc(-n2c(SCC(=O)NCc3ccc4c(c3)OCO4)nc3ccccc3c2=O)c1	-13	-1	-3	95	100	-5	96	0	99	96	98
CN1/C(=C\C=N\NC(=O)c2ccccc2Br)C(C)(C)c2ccccc21	7	-10	-4	100	96	4	96	-2	96	93	97
CCC(=O)c1ccc(N2CCCCC2)c(F)c1	-2	0	-3	103	96	-4	98	0	94	104	95
CC1CN(C)C(C)c2c1oc1ccc(N)cc21 (stereo not given)	-5	1	-3	107	101	-3	101	0	101	100	98
COc1ccc(Cl)cc1NC(=O)Cc1c(F)cccc1Cl	-2	-6	-7	103	103	-7	99	-2	98	98	99
Fc1ccc(-c2cc(-c3ccccc3)nc(-n3cccn3)n2)cc1	0	-3	-2	90	88	1	88	1	88	89	88
C[C@H](NS(=O)(=O)c1ccc(Cl)cc1)C(=O)OCC(=O)NC(=O)Nc1ccc2c(c1)OCCO2	2	-1	0	101	102	3	97	0	101	96	99
Cc1nc2ccccc2nc1SCC(=O)N1CCC(C)CC1	0	0	-4	94	100	1	99	0	100	99	98
CCN(CC)Cc1c(CC(C)C)oc(C)c1C(=O)O	0	-3	-4	95	106	-3	101	-4	103	98	99
O=C(O)c1ccccc1NC(=S)NC(=O)c1cccc2ccccc12	-4	-4	-4	102	88	-6	91	-6	86	87	84
COC(=O)c1c(F)c(F)c(N2CCOCC2)c(F)c1F	-1	-5	-2	100	105	-2	101	-3	101	97	98
CC1(C)CC(=O)C2=C(C1)NC(=O)CC2c1cc2c(cc1Br)OCO2 (stereo not given)	-9	-2	-3	105	102	-7	103	1	102	103	100
COC(=O)c1sccc1NC(=S)N(C)C1CCCCC1	1	-2	-3	93	99	-2	97	-5	101	93	97
O=C(CSc1ccc2nnc(-c3cccnc3)n2n1)NCC1CCCO1 (stereo not given)	-9	-8	-7	99	102	-5	99	-6	103	98	100
Cc1cnc(NC(=O)CSc2c(Cl)cccc2Cl)s1	-11	-4	-11	106	108	-9	106	1	106	103	104
COc1cc(OC)cc(C(=O)Nc2ccccc2NC(C)=O)c1	-4	-2	-6	99	106	-5	102	-6	104	102	101
CCCCNC(=S)N(C)/N=C/c1ccccc1C(=O)O	-6	-2	-4	104	110	-5	103	2	101	103	103
COC(=O)c1ccc(COc2ccc(C3C4=C(CCCC4=O)Nc4onc(C)c43)cc2)cc1 (stereo not given)	-13	-5	-9	105	105	0	104	-1	104	102	100
COc1ccc(OCc2nnc(SCc3ccc(C(=O)O)cc3)o2)cc1	-3	-2	-3	102	91	-1	93	1	92	95	90
CC(C)(C)C1CCC(=NNC(=O)CN(c2ccccc2)S(=O)(=O)c2ccccc2[N+](=O)[O-])CC1 (stereo not given)	-1	-7	-10	101	112	-1	102	-7	102	98	99
COc1ccccc1CNC(=O)C/C(C)=N/NC(=O)COc1ccc(C)cc1Br	-1	-1	1	97	102	-1	99	0	101	98	100
CCCCC(CC)C(=O)NCC(C)NC(=O)C(CC)CCCC (stereo not given)	0	-6	-8	101	104	0	103	-4	102	101	100
CCN(CC(=O)NCc1ccccn1)S(=O)(=O)c1ccc(Cl)cc1	0	-3	-16	97	106	-5	102	-1	106	101	99
O=C(Cc1cccs1)Nc1cccc(C(=O)Nc2ccc(C(=O)O)cc2)c1	-1	1	-1	101	104	1	99	1	100	99	96
Cc1ccc2nc(Cc3ccc(N)cc3)oc2c1	-8	-1	-3	96	107	-6	100	0	100	98	99
CC(=O)Nc1ccc(NC(=O)CSc2nnc3ccc(-c4ccc(F)cc4)nn23)cc1	-4	0	-3	98	101	1	99	1	99	99	97
CCOc1ccc(-c2cc(NC(=O)Cn3ncc4c3-c3ccccc3OC4)on2)cc1OCC	-10	-7	-8	102	101	-7	99	-5	101	99	98
O=C(Nc1nnc(Cc2ccc([N+](=O)[O-])cc2)s1)Nc1ccccc1F	-3	0	-2	99	98	0	99	0	97	97	96
Cc1ccc(C)c(C(=O)CSc2nnnn2-c2cccnc2)c1	0	0	1	97	99	-1	101	-1	100	103	99
Oc1ccc2ccccc2c1C=Nc1ccccc1-c1nc2ccccc2[nH]1	7	0	-4	100	96	2	103	-1	97	102	99
COC(=O)c1[nH]c2ccccc2c1NC(=O)CN1CCCCCC1	-7	-1	-2	99	99	-1	100	0	99	98	98
Cn1c(N=NC(=O)c2ccccc2)c(O)c2ccccc21	1	1	1	97	96	2	97	0	98	96	99
COC(=O)c1ccc(CN2C(=O)NC(CC(C)C)C2=O)cc1 (stereo not given)	-3	0	-2	102	103	-1	100	0	98	100	96
CN(C)c1ccc(/C=C2/NC(=O)NC2=O)cc1	-2	-2	-8	106	102	-4	101	-2	98	103	99
CN(C)c1nc2ccccc2c(N)c1-c1ccccc1	-16	-3	-7	105	108	-10	106	0	108	104	104
CC(=O)N/C(=C\c1cccs1)C(=O)O	-10	-4	-5	103	101	-1	101	-4	98	98	97
COC(=O)Cc1c(O)ccn(Cc2ccc(OC)c(OC)c2)c1=O	0	0	0	96	101	0	98	4	100	100	97
O=C(CSc1nnc2ccccn12)Nc1ncc(Cl)cc1Cl	-16	-8	-10	97	100	-11	99	-5	98	96	96
CC(O)(CS(=O)(=O)Cc1cccc(C(F)(F)F)c1)C(=O)Nc1cccc(C(F)(F)F)c1 (stereo not given)	-13	-2	-9	98	103	-9	100	0	100	98	97
COc1cc(C(=O)NCC(c2cccs2)N(C)C)cc(Cl)c1OC(C)C (stereo not given)	-5	-7	-2	99	98	-1	99	-4	98	100	98
CCN(CC)S(=O)(=O)c1cccc(-c2n[nH]c(=S)n2CC(C)C)c1	11	-1	-48	95	96	-2	94	-3	96	94	95
COC(=O)c1ccc(C2NC(C(=O)O)CS2)cc1 (stereo not given)	-10	-1	0	99	100	0	102	3	101	100	97
Cc1[nH]c2ccc(F)cc2c1CCN(Cc1ccco1)C(=S)NC(C)(C)C	-3	0	-2	101	103	-2	98	1	97	95	100
CCOc1ccc(C(=O)NNC2CC(=O)N(Cc3ccc(Cl)cc3)C2=O)cc1OC (stereo not given)	1	1	0	94	95	0	95	1	94	96	95
CN(C)c1ccc(C(=O)c2ccccc2C(=O)O)cc1[N+](=O)[O-]	-2	-2	0	97	98	0	98	0	99	98	100
CCn1c(SCC(=O)Nc2cc(S(=O)(=O)N3CCOCC3)ccc2OC)nnc1-c1ccncc1	-6	-2	-1	102	97	-5	97	0	100	100	96

Additional structures
SMILES	Bfl-1 Bim block	Bim-Bcl-XL	Bim-Bcl-B	Rab7 wt GTP bind	Rac1 wt modul	Bcl-2 Bim block	HRas wt GTP bind	Bcl-W Bim block	Cdc42 wt	Rab2A wt mod	Rac1 mut GTP
Cc1ccc(S(=O)(=O)N(C)CC(=O)N2CCCC2)cc1	-3	-1	-9	100	104	-1	105	-4	105	100	102
CCC(C)NC(=O)C1(NC(=O)Nc2ccccc2)CCCCC1 (stereo not given)	6	-1	0	93	98	0	96	-3	97	95	95
Cc1cc(SCC(=O)N2CCCC2)nc2ccccc12	-18	-7	-10	99	101	-12	101	-1	103	99	99
Cc1ccc(S(=O)(=O)CC(=O)c2ccc(C)c([N+](=O)[O-])c2)cc1	-13	-11	-14	96	97	-11	98	0	98	97	96
COc1cc(C(=O)N2CCC(NC(=O)C(Cc3ccc(C(C)C)cc3)NC(C)=O)CC2)cc(OC)c1OC (stereo not given)	-17	-8	-11	99	109	-9	101	-1	104	101	101
CC(=O)NC12CC3CC(C1)CC(C(=O)OCC(=O)Nc1ncc(Cl)cc1Cl)(C3)C2	2&-6	2&-3	0&-4	99&96	100&102	2&-2	102	0&-4	98	101&95	97
N#CC(c1ccc(Cl)cc1)c1cccc(Cl)n1 (stereo not given)	-3	-3	-1	93	92	-3	88	-4	94	93	90
Cc1nn(CC(=O)Nc2ccc(N(C)C)cc2)c(C)c1[N+](=O)[O-]	2	-3	-4	97	100	2	99	3	99	97	99
Cc1cc(C)c2cc(CN(Cc3cccnc3)C(=O)c3ccc(F)cc3)c(Cl)nc2c1	-9	-13	-6	92	93	-6	96	0	95	93	93
O=C(O)c1c(Cl)c(Cl)c(Cl)c(Cl)c1C(=O)N1CCCC1	-2	-1	-1	98	102	-5	99	0	99	99	96
CCOCCCNC(=S)N1CCCN(c2nc3cc(C)ccc3cc2C#N)CC1	0	-2	-17	91	98	-1	96	-4	92	95	95
COc1cc(OC)cc(C(=O)Nc2ccc(CN3CCCCC3)cc2)c1	-2	0	0	108	99	0	98	2	97	98	94
COc1ccc(NC(=O)Nc2ccc(Br)c(C)c2)cc1	-7	-1	-7	109	102	-3	102	-1	99	103	97
COc1ccc(C2=NOC(C(=O)NCc3ccc(F)cc3)C2)cc1 (stereo not given)	0	-1	0	100	95	-3	97	0	95	97	94
Cc1ccc(Cn2c(S(=O)(=O)O)nc3ccccc32)cc1	-4	-2	-3	93	101	0	104	-2	104	106	101
COc1ccc(NC(=O)c2ccc3snnc3c2)cc1	-2	-6	-8	96	103	-3	100	-6	100	101	100
CCOC(=O)c1c(C)[nH]c(N=Nc2cccc(OC)c2)c1C	-4	-2	-1	92	94	-2	94	1	95	93	93
CCOC(=O)C1CCN(S(=O)(=O)c2c(C)n(C)c(=O)n(C)c2=O)CC1	-12	-2	-6	98	106	-8	99	-2	103	99	102
CN(C)CCN(Cc1ccc(Cl)cc1)c1ccccn1	3	0	-2	98	100	0	98	0	104	102	96
Cc1c(N(C(=O)c2ccccn2)C2(C(=O)NC3CCCC3)CCCCC2)c(=O)n(-c2ccccc2)n1C	3	-1	2	111	99	2	98	0	95	102	94

An unsorted share of the library; any-hit rate near 0.62%.
